Assay outcomes (PubChem)
KCNK3 inh = human KCNK3 channel inhibition, primary screen. O14649. actives 0.84% (n = 340,000). CHO-KCNK3 thallium flux, FluxOR fluorescence; active compounds read low. B-score at 10 µM. AID 602410;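 active = B-score under library mean minus 4 SD, starting fluorescence ratio at most library mean plus 5 SD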;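 also: more negative B-score means stronger inhibition of thallium flux through KCNK3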
Target sequence (O14649 whole entry, looked up): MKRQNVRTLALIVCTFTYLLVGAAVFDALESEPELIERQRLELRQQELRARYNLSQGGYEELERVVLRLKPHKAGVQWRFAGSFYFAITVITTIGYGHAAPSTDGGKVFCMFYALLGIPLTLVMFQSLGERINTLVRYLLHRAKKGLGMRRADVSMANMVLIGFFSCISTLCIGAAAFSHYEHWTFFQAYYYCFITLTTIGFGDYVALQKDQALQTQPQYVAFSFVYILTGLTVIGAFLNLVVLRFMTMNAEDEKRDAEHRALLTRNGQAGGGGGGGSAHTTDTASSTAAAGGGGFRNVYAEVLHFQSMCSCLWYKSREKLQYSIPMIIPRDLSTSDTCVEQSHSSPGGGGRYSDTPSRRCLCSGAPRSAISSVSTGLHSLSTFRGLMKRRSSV
Dyrk1A ADPGlo = inhibitors of rat Dyrk1A kinase | inhibition, % at 12.5 µM | actives 0.43% (n = 310,000) | ADP-Glo luminescence, NFATc1 peptide; in the data active = inhibition above about 50%;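 also: plate controls were vehicle with enzyme for no effect and no enzyme for full effect; many of its hits are not listed in these tables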
Starred values were filed as active, the others as inactive; i = inactive. A portion of the library; the hit share may differ from the screen's.

Each structure is followed by: KCNK3 inh, Dyrk1A ADPGlo
1) CCOC(=O)Nc1ccc2c(c1)C(=NNC(N)=S)c1ccccc1-2
    i, 5.2
2) O=C(COC(=O)c1ccc(F)c(S(=O)(=O)N2CCOCC2)c1)Nc1ccc2c(c1)OCO2
    i, 3.8
3) CC(OC(=O)c1cc(=O)c2ccccc2o1)C(=O)Nc1ccc(N(C)C)cc1 (stereo not given)
    i, -4.9
4) CN1C[C@@H]2[C@@H]3C(=O)N(C)C(=O)[C@@H]3[C@](C)(C1=O)N2C(=O)c1ccc(Cl)cc1
    i, -2.0
5) O=C(CNC(=O)C1COc2ccccc2O1)Nc1cc(Cl)ccc1Cl (stereo not given)
    i, -1.4
6) C#CCOCCOCCOCCNc1nc(N2CCN(C(=O)Cn3cc(CCO)nn3)CC2)nc(N2CCN(C(=O)Cn3cc(CC(C)O)nn3)CC2)n1 (stereo not given)
    i, 5.6
7) COc1ccccc1N(C)S(=O)(=O)c1ccc(C(=O)NCC(c2ccco2)N2CCCCC2)cc1 (stereo not given)
    i, -3.3
8) COc1ccccc1NS(=O)(=O)c1ccc(C)c(NS(=O)(=O)c2cc(NC(C)=O)ccc2OC)c1
    i, -0.8
9) CN(C)S(=O)(=O)c1ccc(Cl)c(NC(=O)COC(=O)CNS(=O)(=O)c2c(F)cccc2F)c1
    i, -6.6
10) CN=C1NC(C)(C)C2CCC(C)(CC2)S1
    i, 0.4
11) COc1ccc(NC(=O)Cc2ccccc2F)cc1S(=O)(=O)N1CCCCC1
    i, -1.1
12) CC(C#N)(NC(=O)CN1CCN(S(=O)(=O)c2cc(C(F)(F)F)ccc2Cl)CC1)C1CC1 (stereo not given)
    i, 1.6
13) COC(=O)[C@@]1(Cc2ccccc2)[C@H]2C(=O)N(C)C(=O)[C@H]2[C@H]2CN=C(SCc3ccccc3)N21
    i, 7.5
14) Cc1ccc(S(=O)(=O)N2CCC[C@H]2C(=O)OCCN2C(=O)c3ccccc3C2=O)cc1
    i, 4.3
15) CCCCSc1ncnc2c1ncn2C1CCCCO1 (stereo not given)
    i, -2.1
16) CCc1ccc(OCC(=O)NNC(=O)c2ccc(-n3cncn3)c([N+](=O)[O-])c2)cc1
    i, 13.0
17) C=CCSc1nnc(-c2c[nH]c3ccccc23)n1CC
    i, 5.5
18) CCN1C[C@@H]2[C@@H]3C(=O)N(C)C(=O)[C@@H]3[C@](Cc3ccccc3)(C1=O)N2C(=O)c1ccc(C(C)(C)C)cc1
    i, 7.5
19) CC(C)N(C(=O)COC(=O)Cn1cnc2ccccc21)c1ccccc1
    i, 0.8
20) Cc1cn(CC(=O)NCCN2CCOCC2)c(=O)[nH]c1=O
    i, 0.1
21) COc1ccc(N2CCN(C(=O)c3ccc(S(=O)(=O)N4CCCCCC4)cc3)CC2)cc1
    i, 4.2
22) CCN(C(=O)COC(=O)C12CC3CC(CC(NC(C)=O)(C3)C1)C2)C1CCCCC1
    i, -0.3
23) Cn1c(=O)c2cc(S(=O)(=O)NC(C(=O)NC3CCCCC3)c3ccccc3)ccc2n(C)c1=O (stereo not given)
    i, 6.6
24) CC(C)CC(=O)N[C@H](C(=O)N[C@H](C(=O)N[C@@H](CC(C)C)[C@@H](O)CC(=O)N[C@@H](C)C(=O)N[C@@H](CC(C)C)[C@@H](O)CC(=O)O)C(C)C)C(C)C
    i, 4.8
25) CCC1(c2ccccc2)NC(=O)N(CC(=O)NC2CCCC2)C1=O (stereo not given)
    i, 0.6
26) CC(C)N(C(=O)COC(=O)c1cccc(S(=O)(=O)N2CC3(C)CC2CC(C)(C)C3)c1)C(C)C (stereo not given)
    i, 7.5
27) Cn1cnc([N+](=O)[O-])c1Sc1nc(N)nc2c1ncn2Cc1ccccc1
    i, 5.1
28) Cc1ccc(S(=O)(=O)N2CCOCC2)cc1NC(=O)COC(=O)c1cnccn1
    i, 3.0
29) O=[N+]([O-])c1cccc(COc2ccc(CN3CCCC3)cc2)c1
    i, -10.2
30) Cc1ccccc1OCC(=O)OCC(=O)N1CCc2ccccc21
    i, 8.3
31) Cc1ccc(S(=O)(=O)Oc2ccc(/C=N/N=C3/NC(=O)C(CC(=O)O)S3)cc2)cc1 (stereo not given)
    i, 12.2
32) Cc1noc(NS(=O)(=O)c2ccc(NC(=O)c3cc(S(=O)(=O)Nc4ccc(F)cc4)ccc3Cl)cc2)c1C
    i, -2.4
33) Cc1c(/C(O)=C2\C(=O)C(=O)N(CCCN(C)C)C2c2cccs2)cnn1-c1ccccc1 (stereo not given)
    i, -6.0
34) O=C1c2ccccc2[C@@H]2C[C@@H](O)[C@H](Nc3cccc(C(F)(F)F)c3)CCN12
    i, 7.2
35) CCOC(=O)/C(=C\c1ccccc1)C(=O)CCN1CCOCC1
    i, 0.9
36) Cc1ccc(C(=O)OCC(=O)N2CCCc3ccccc32)cc1C
    i, 2.1
37) CC[C@]1(C(=O)OC)[C@H]2C(=O)N(C)C(=O)[C@H]2[C@H]2CN=C(SCc3ccc(OC)cc3)N21
    i, 3.4
38) CCN(C(=O)COC(=O)/C=C/c1ccc2c(c1)OCO2)c1c(N)n(Cc2ccccc2)c(=O)[nH]c1=O
    i, -1.6
39) CN(Cc1ccccc1)C(=O)c1ccc(NC(=O)Cc2ccc(NC(=O)C3CCN(C(=O)C4CCC4)CC3)cc2)cc1
    i, 3.6
40) O=C(CNC(=O)c1ccccc1)Sc1ccccc1
    i, 1.6
41) CCN(CC)C(=O)[C@H]1CC(CC(=O)NC/C=C(\C)CCC=C(C)C)C(=O)N2CCc3c([nH]c4ccc(OC)cc34)[C@]12C (stereo not given in full)
    i, -0.8
42) C=C1[C@@H](O)[C@H](CC(C)C)N(Cc2ccccc2Br)S1(=O)=O
    i, -4.1
43) CCOC(=O)C1(C(=O)OCC)CCN(S(=O)(=O)c2ccccc2)CC1
    i, -5.4
44) Cc1cc(-c2ccccc2)cc(C)n1
    i, 9.1
45) CCSc1nnc(NC(=O)CN2C(=O)N(C)C3(CCCCC3)C2=O)s1
    i, -5.3
46) COc1ccc(OC)c(/C=C/C(=O)OCC(=O)N2CCN(S(=O)(=O)c3ccc(C)cc3C)CC2)c1
    i, 4.6
47) CCN1C(=O)[C@H]2[C@H]3CN=C(SC)N3[C@@](Cc3ccccc3)(C(=O)OC)[C@H]2C1=O
    i, -1.6
48) CN(C)c1ncnc2c1ncn2C1CCCO1 (stereo not given)
    i, 6.4
49) CCOC(=O)N1CCC(NS(=O)(=O)c2cc3c(cc2Br)CCN3C(=O)CC)CC1
    i, -0.5
50) COc1ccccc1N(C)S(=O)(=O)c1ccc(C(=O)NNC(=O)c2ccccc2O)cc1
    i, -0.3

Further entries follow.
Each structure is followed by: KCNK3 inh, Dyrk1A ADPGlo
51) CCOC(=O)C1=C(N)n2c(s/c(=C\c3cccnc3)c2=O)=C(C#N)C1c1cccnc1 (stereo not given)
    i, 1.4
52) COc1ccc(CCN(C)C(=O)c2cccc(S(=O)(=O)N3CCN(c4ccc(F)cc4)CC3)c2)cc1OC
    i, -0.1
53) ON=C1c2ccccc2-c2cc(Br)ccc21
    i, 34.1
54) COc1ccc(CCC(=O)Nc2cccc(S(=O)(=O)N3CCCCCC3)c2)cc1
    i, 3.5
55) CCN(CC(=O)Nc1c(F)cccc1F)C(=O)c1ccc(S(=O)(=O)N(CC)c2ccccc2)cc1
    i, -5.5
56) O=C1c2cc([N+](=O)[O-])ccc2-c2cc(Cl)c(NC(=O)C(F)(F)F)cc21
    i, 3.4
57) CC1CC(C)CN(C(=O)c2cccc(S(=O)(=O)N(C)c3ccccc3)c2)C1 (stereo not given)
    i, -0.3
58) COc1ccc(/C=C2\C(=O)NC(=O)c3ccccc32)cc1OC
    i, 0.7
59) O=C(Cn1nc(Cc2ccncc2)c2ccccc2c1=O)N1CCc2ccccc2C1
    i, 7.4
60) O=S(=O)(/N=S1\CC=CCN1S(=O)(=O)c1ccccc1)c1ccccc1 (stereo not given)
    i, -1.2
61) CC(C)C[C@@H](CN)NC(=O)c1nc[nH]c1C(=O)N[C@@H](C)C(=O)CNC[C@H](CC(C)C)NC(=O)c1nc[nH]c1C(=O)N[C@@H](Cc1ccccc1)C(=O)O
    i, 0.1
62) O=C1Nc2ccccc2C1=Nc1ccc2[nH]c3ccccc3c2c1
    i, 11.9
63) O=C(C[n+]1cccc(C(=O)N/N=C/c2cccc([N+](=O)[O-])c2)c1)c1ccccc1
    i, -0.1
64) O=C(O)/C(=C\c1ccc(-c2ccc(F)cc2)o1)c1ccccc1
    i, 12.1
65) Cc1ccc(S(=O)(=O)NCc2ccccc2)cc1C(=O)NC(C)c1ccc(S(N)(=O)=O)cc1 (stereo not given)
    i, -2.6
66) COc1ccc(C=CC(=O)c2cc(O)ccc2O)cc1
    i, 8.2
67) O=C(O)c1ccccc1Nc1cccc(C(F)(F)F)c1
    i, 11.8
68) COc1ccc(COCC(O)CN2CCN(S(=O)(=O)c3c(F)cccc3F)CC2)cc1OC (stereo not given)
    i, -2.8
69) CCOc1ccccc1NC(=O)COC(=O)C12CC3CC(CC(O)(C3)C1)C2
    i, -7.3
70) CCOC(=O)CSc1nnc2n(Cc3ccccc3)c(=O)c3c4c(sc3n12)CCC4
    i, -1.2
71) COc1ccc(OC(=O)c2cccc(S(=O)(=O)N3CC(C)OC(C)C3)c2)cc1 (stereo not given)
    i, 6.3
72) CN(C)c1ccc(/C=C/c2ccc3c4ccccc4ccc3[n+]2-c2ccccc2)cc1
    -15.5*, 27.2
73) Cc1ccc(S(=O)(=O)n2oc(=O)c(C3CCCCC3)c2N)cc1
    i, -0.1
74) Cc1ccc(NC(=O)CN(C)C(=O)C2CCC2)cc1
    i, -1.4
75) O=C(O)c1cc2cc(S(=O)(=O)O)ccc2cc1O
    i, 10.1
76) COc1ccc(Cn2c(C)nc3c(c2=O)c2nc4ccccc4nc2n3Cc2ccco2)cc1
    i, -4.4
77) C=CC[C@@H](CC(=O)N[C@H](CO)Cc1ccccc1)C(=O)N[C@H](COC(=O)[C@H](CC=C)CC(=O)OC(C)(C)C)Cc1c[nH]c2ccccc12
    i, 3.8
78) O=C(CCN1CCN(c2ccccc2)CC1)NNC(=O)Cc1ccccc1Cl
    i, 5.0
79) O=C(CCCCCCCC(=O)N1CCCC1)N1CCCC1
    i, -2.2
80) CC[C@H]1C(=O)[C@@H](Cc2ccccc2)[C@@H]2CCN3C(=O)CCC[C@H]1[C@H]23
    i, -8.9
81) Nc1ccc2c(c1)C(=NO)c1ccccc1-2
    i, 0.5
82) Nc1c(Br)cc2c([nH]c(=O)c3ccccc32)c1Br
    i, 20.0
83) COCCN(C(=O)COC(=O)CCCc1c[nH]c2ccccc12)c1c(N)n(Cc2ccccc2)c(=O)[nH]c1=O
    i, -3.2
84) O=C1CCc2cccc(O)c2N1
    i, 5.2
85) CCc1ccc(C(=O)CCC(=O)Nc2cccc(S(=O)(=O)N3CCCCC3)c2)cc1
    i, 10.7
86) CN(C)CCN=Cc1c(O)n(-c2ccc(S(=O)(=O)N3CCOCC3)cc2)c(=O)c2ccccc12
    i, 7.3
87) Oc1c(Cl)cc(Cl)cc1C1=NNC(c2ccc(Cl)cc2)C1 (stereo not given)
    i, 0.3
88) Cc1ccc(NC(=O)[C@@H]2CCCN2C(=O)c2cccs2)cc1S(=O)(=O)N1CCCCC1
    i, 3.8
89) COc1cc2c(cc1OC)C(C(N)=O)NCC2 (stereo not given)
    i, 8.7
90) CCOC(=O)N1C2C=CC(C2)N1C(=O)OCC
    i, 1.8

Five compounds already listed, ordered by SMILES length, rising:
Each structure is followed by: KCNK3 inh, Dyrk1A ADPGlo
84) O=C1CCc2cccc(O)c2N1
    i, 5.2
89) COc1cc2c(cc1OC)C(C(N)=O)NCC2 (stereo not given)
    i, 8.7
82) Nc1c(Br)cc2c([nH]c(=O)c3ccccc32)c1Br
    i, 20.0
85) CCc1ccc(C(=O)CCC(=O)Nc2cccc(S(=O)(=O)N3CCCCC3)c2)cc1
    i, 10.7
88) Cc1ccc(NC(=O)[C@@H]2CCCN2C(=O)c2cccs2)cc1S(=O)(=O)N1CCCCC1
    i, 3.8

Next part
Each structure is followed by: KCNK3 inh, Dyrk1A ADPGlo
91) CN(C)CCCN(C(=O)CCOc1ccccc1)c1nc2ccc(F)cc2s1
    i, -4.1
92) CC(NC(=O)C1CCCC1)c1ccccc1 (stereo not given)
    i, -9.4
93) CCCn1cnc2c(SCc3ccccc3Cl)nc(N)nc21
    i, 3.0
94) O=C1c2ccccc2C(=O)N1CCCN1C(=O)c2ccccc2C1=O
    i, 1.7
95) CC(=O)C1=C(O)C(=O)N(c2cccc(C(=O)O)c2)C1c1ccccc1F (stereo not given)
    i, -3.2
96) COc1cccc(/C=C/C(=O)OCC(=O)Nc2nnc(-c3ccccc3)o2)c1OC
    i, 3.4
97) COc1ccc(C2/C=C\CN3CCC[C@H]3C(=O)N2Cc2ccc(F)cc2)cc1 (stereo not given in full)
    i, -2.3
98) COc1ccc(C2C3=C(COC3=O)Oc3cc4c(cc32)OCO4)cc1OC (stereo not given)
    i, 1.5
99) CCCCNc1c(-c2ccc(OC)c(SC(C)CC)c2)nc2cnccn12 (stereo not given)
    i, -0.5
100) CC(C)CCN(C(=O)c1cn2ccccc2n1)c1c(N)n(Cc2ccccc2)c(=O)[nH]c1=O
    i, 5.0
101) COc1ccc(C=NNC(=O)CCCC(=O)NN=Cc2ccc(OC)c(OC)c2)cc1OC
    i, -1.0
102) COc1ccc(C(C)(C)C)cc1NC(=O)CCCN1C(=O)CN(C)C1=O
    i, 1.9
103) CCCN(C(=O)COC(=O)CNS(=O)(=O)c1ccc(NC(C)=O)cc1)C1CCS(=O)(=O)C1 (stereo not given)
    i, 7.6
104) CC12C=CC(=O)C=C1CCC1C2CCC2(C)C(C(=O)CO)CCC12 (stereo not given)
    i, 6.1
105) CCOc1cc(N2CCOCC2)c(OCC)cc1NC(=O)CSc1ccccc1C(=O)O
    i, -0.5
106) O=C1OCCN1N1CCOC1=O
    i, -1.6
107) Cc1cc(C(C)(C)C)ccc1OC(=O)C1=CC=CN2CCS(=O)(=O)N=C12
    i, 7.0
108) C(CCc1nn[nH]n1)CCC1CCCCC1
    i, -6.4
109) COc1ccccc1CNC(=O)COC(=O)CSc1ccc(C)c(C)c1
    i, 8.3
